TNAP Pi inh = human TNAP enzyme inhibitors, primary screen, biochemical, colorimetric, phosphate release readout. purified TNAP, pNPP, malachite green phosphate absorbance. inhibition, % at 20 µM. 21,000 tested, under 10 active. AID 614, 2007
Target sequence (P05186 whole entry, looked up): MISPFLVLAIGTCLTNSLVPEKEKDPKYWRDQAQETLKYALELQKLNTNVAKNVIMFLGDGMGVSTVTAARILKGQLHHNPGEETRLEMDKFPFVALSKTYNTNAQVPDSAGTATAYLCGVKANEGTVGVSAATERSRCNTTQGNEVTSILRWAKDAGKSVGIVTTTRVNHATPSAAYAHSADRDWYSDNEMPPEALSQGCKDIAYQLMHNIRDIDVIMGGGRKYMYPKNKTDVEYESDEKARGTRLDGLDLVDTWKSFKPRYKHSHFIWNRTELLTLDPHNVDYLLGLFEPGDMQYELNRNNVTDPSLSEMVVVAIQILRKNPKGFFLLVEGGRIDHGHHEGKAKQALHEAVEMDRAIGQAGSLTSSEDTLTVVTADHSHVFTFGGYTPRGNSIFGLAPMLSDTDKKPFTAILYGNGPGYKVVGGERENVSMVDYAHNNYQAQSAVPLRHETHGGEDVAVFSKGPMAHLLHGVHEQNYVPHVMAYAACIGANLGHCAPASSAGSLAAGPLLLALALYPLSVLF
TNAP inh pNP = human TNAP enzyme inhibitors, primary screen, biochemical, colorimetric, p-nitrophenol readout; Alkaline phosphatase, tissue-nonspecific isozyme (Homo sapiens), P05186; purified TNAP, pNPP hydrolysis, absorbance 405 nm; inhibition, % at 20 µM; 21,000 tested, under 10 active;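 note: 0% = DMSO only wells and 100% = 1 mM levamisole wells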
Starred values were filed as active, the others as inactive.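 Rule for the calls: active = inhibition above 50% at the 20 µM single-dose screen; inactive = the rest.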 These rows are one share of the data; rates above refer to the full screens.

TNAP Pi inh	TNAP inh pNP	molecule
10	2	CCn1c(SCC(=O)Nc2nccs2)nnc1-c1ccccc1
6	4	O/N=C/c1ccc(OCC(O)COc2ccc(/C=N/O)cc2)cc1
9	6	CC(=O)/C(C#N)=C1\NC(=O)C(Cc2ccccc2Cl)S1 (stereo not given)
8	1	CC(=O)Nc1ccccc1NC(=O)CN(C)S(=O)(=O)c1ccc(C)cc1
-13	-12	CN1Cc2c(N3CCOCC3)nc(SCc3ccccc3)c(C#N)c2CC1(C)C
8	2	O=C(Nc1nc2c(s1)CCCC2)C1CCCN1C(=O)c1cccs1 (stereo not given)
8	4	O=C1CC(N2CCN(C(c3ccccc3)c3ccccc3)CC2)C(=O)N1 (stereo not given)
18	0	O=C(NCc1ccccc1)NC1(C(=O)N2CCN(c3ncccn3)CC2)CCCCC1
-4	-18	COC(=O)c1ccc(NC(=O)CCN2CCN(c3ccccc3)CC2)cc1
6	7	COc1cc(Cc2cnc(N)nc2N)cc(OC)c1OC
11	1	COC(=O)c1ccc(CSc2nncn2C)cc1
-9	6	c1ccc(-c2onc3cc4c(cc23)OCCO4)cc1
10	5	C[C@@H]1C[C@H]2[C@@H]3CCC4=CC(=O)C=C[C@]4(C)[C@@]3(F)[C@@H](O)C[C@]2(C)[C@H]1C(=O)CO
4	-3	Cc1cc(C)cc(NC(=O)CCN2CC(C)OC(C)C2)c1 (stereo not given)
10	0	Cc1ccc(O)c(-c2cc(C(F)(F)C(F)F)nc(-c3ccccc3)n2)c1
11	7	CCOC(=O)C1=C(C)Nc2ccccc2N=C1NC(=O)c1cccc(S(=O)(=O)N(C)C)c1
13	6	O=C(NCCSc1ccccc1)c1ccco1
14	10	Oc1ccccc1-c1nc(NCc2ccco2)c2ccccc2n1
2	-2	CCOC(=O)c1[nH]c2cc3c(cc2c1NC(=O)CN1CCC2(CC1)OCCO2)OCO3
-17	4	Cc1nc2c(o1)CCc1ccccc1C2N1CCN(C)CC1 (stereo not given)
12	6	O=C(CSc1nnc(Cc2ccccc2)o1)NC1CCCCC1
5	2	CNc1nnc(-c2ccncc2)s1
11	4	COCC(=O)N(Cc1cc2ccc(C)cc2[nH]c1=O)c1ccc(OC)cc1
1	-1	CCCC1O[C@@H]2C[C@H]3[C@@H]4CCC5=CC(=O)C=C[C@]5(C)[C@H]4[C@@H](O)C[C@]3(C)[C@]2(C(=O)CO)O1 (stereo not given in full)
-4	5	COc1ccc(-c2nc(C#N)c(NCc3ccccc3Cl)o2)cc1
-12	3	CCC(O)(CCN1CCCCC1)c1ccccc1 (stereo not given)
10	1	CCCCOc1cccc(C(=O)O)c1
4	-2	CCC(=O)Nc1nc(CC(=O)Nc2ccccc2)cs1
9	6	CC1(C)CC(=O)C2=C(C1)N(Cc1ccco1)C(=O)C2(O)C(F)(F)F (stereo not given)
5	2	C=CCNc1nnc(SC2CC(=O)N(c3ccc(OC)cc3)C2=O)s1 (stereo not given)
0	8	COc1ccc(CCNC(=O)CSc2nnnn2Cc2ccc3c(c2)OCO3)cc1OC
8	4	N#Cc1nc(Cc2ccccc2)oc1N1CCN(c2ccccc2)CC1
9	6	CCc1nnc(NC(=O)CSc2nnc(-c3ccccc3NC(=O)c3ccccc3)o2)s1
2	-2	Cc1nnc(N(CCC#N)CCC#N)s1
9	5	CC(C)COc1nc2ccccc2nc1C(C#N)C(=O)NC1CCCCC1 (stereo not given)
1	-2	COc1ccc(C2/C(=C(/O)c3ccccc3)C(=O)C(=O)N2c2ncccn2)cc1OC (stereo not given)
9	-1	CCCCC(=O)Nc1cccc(-c2nn3c(C)nnc3s2)c1
8	-1	N#CC1=C(N)OC2=C(C(=O)CCC2)C1C1C=CCCC1 (stereo not given)
8	2	N/C(=N\c1nc2c(c(=O)[nH]1)CCCC2)Nc1ccccc1
0	0	Cc1ccc(S(=O)(=O)c2c(N)n(CC3CCOC3)c3nc4ccccc4nc23)cc1 (stereo not given)
-6	-10	O=C1CC(N2CCCN(C3CC(=O)N(c4ccc(F)cc4)C3=O)CC2)C(=O)N1c1ccc(F)cc1 (stereo not given)
-14	1	COc1ccc(C)cc1S(=O)(=O)N1CCN(c2cccc(C(F)(F)F)c2)CC1
10	3	CCOC(=O)C1=C(c2ccccc2)NC(SCC(=O)NC2CCCCC2)=C(C#N)C1c1ccco1 (stereo not given)
6	1	O=C(CCCC(=O)N1CCc2ccccc21)N1CCc2ccccc21
-26	0	CC(=O)C1=C(O)C(=O)N(CCc2c[nH]c3ccccc23)C1c1ccc(O)cc1 (stereo not given)
6	12	CS(=O)(=O)NCCSc1nnnn1-c1ccccc1
11	5	CC(=O)N=c1sc2ccccc2n1C
5	3	Nc1cc(=O)[nH]c(SCCNS(=O)(=O)c2ccccc2)n1
-8	-4	Cn1c(CSc2ncn[nH]2)nc2ccccc21
10	5	CCc1cc2c(=O)c(-c3ccon3)c(N)oc2cc1OC
8	2	N#Cc1nc(-c2cccs2)oc1NCCCN1CCOCC1
13	7	COc1ccc(-c2cc3nc4c(c(=O)n3[nH]2)CCC4)cc1
-2	-9	CCN1CCN(/C=N/c2nc(C)cs2)CC1
1	0	CC(=O)c1cccc(NC(=O)N[C@@H](CC(C)C)C(=O)O)c1
7	6	O=C(COC(=O)C1c2ccccc2Oc2ccccc21)Nc1ccc2c(c1)OCO2
7	-1	O=C(CCC1CCCCC1)NCc1ccncc1
4	7	Cc1nccn1CCC(=O)O
4	5	Cc1cc(NC(=O)CSc2nc(-c3ccccc3)c(C#N)c(=O)[nH]2)no1
6	1	O=C(NCc1ccco1)c1cc2n(n1)C(C(F)(F)F)CC(c1ccc(Cl)c(Cl)c1)N2 (stereo not given)
4	2	CCN(CC)C(=O)CSc1nc2ccccc2c(=O)n1-c1cccc(OC)c1

Next part
TNAP Pi inh	TNAP inh pNP	molecule
-7	-6	O=C(O)CCc1ccc(-c2ccc(F)cc2)n1Cc1ccco1
10	3	COc1ccc(N2C(=O)CC(NCc3ccncc3)C2=O)cc1 (stereo not given)
8	3	COc1cccc(-c2nn3c(-c4ccco4)nnc3s2)c1
9	4	CCOC(=O)c1oc2cc(O)ccc2c(=O)c1-c1csc(C)n1
9	4	O=C(CCN1CCC(c2ccccc2)C1)c1cccs1 (stereo not given)
11	5	CCOc1cc(C(=O)Nc2ccc(S(=O)(=O)N3CCOCC3)cc2)cc(OCC)c1OCC
-2	-3	CCCc1cc(Nc2c(C)n(C)n(-c3ccccc3)c2=O)n2c(nc3ccccc32)c1C#N
7	-3	CCOc1ccccc1CN1CCN(S(C)(=O)=O)CC1
2	4	COc1ccccc1NC(=O)Cn1c(=O)oc2ccccc21
2	8	O=C(Cc1ccccc1)Nc1nnc(-c2ccco2)s1
3	0	c1ccc(-c2nnc3sc(Cc4cccs4)nn23)cc1
13	8	COc1ccc(CNC(=O)C(C)N(Cc2ccco2)C(=O)c2snc(C(N)=O)c2N)cc1 (stereo not given)
-8	1	Fc1ccc(OCCOCCNCC2CCCO2)cc1 (stereo not given)
11	6	Cc1nc(C)c2c(=O)cc(-c3ccccc3)[nH]c2n1
-9	3	COc1ccc(NC2CC(=O)N(C)C2=O)cc1 (stereo not given)
4	0	CC(=N/O)/C(=N\O)c1ccc(C)o1
-7	-7	C=CCn1c(SCCN2CCOCC2)nc2c1c(=O)[nH]c(=O)n2C
4	3	O=S(=O)(NC1CC1)c1ccc(S(=O)(=O)N2CCCc3ccccc32)cc1
12	3	Cc1cccc(NC(=O)CSc2n[nH]c(-c3ccncc3)n2)c1
-17	6	C=CCOc1ccc2ccccc2c1CNc1ncn[nH]1
-7	-9	CCc1ccc(C(=O)Nc2nnn(CC)n2)cc1
15	1	CC(=O)Nc1ccc(C)cc1NC(C)=O
0	0	CCc1nnc(NC(=O)CSc2nc(C)c3c(c2C#N)CCCC3)s1
6	-2	O=C(Nc1ccon1)c1ccc2c(c1)OCO2
3	-17	COC(=O)c1ccccc1NC(=O)c1ccco1
7	3	O=C1C(=O)N(Cc2cccnc2)C(c2ccccn2)/C1=C(/O)c1ccc(Br)cc1 (stereo not given)
0	4	Cc1sc2nc(C(C)Sc3nnc(C)n3-c3ccccc3)[nH]c(=O)c2c1C (stereo not given)
18	3	COc1ccc(Br)cc1C(=O)Nc1cccc(-c2nnc(-c3ccco3)o2)c1
19	8	Cc1cccc2cc(C#N)c(SCC(=O)N3CC(=O)Nc4ccccc43)nc12
5	6	c1ccc(CCc2nc(-c3ccncc3)no2)cc1
10	2	COc1ccc(-c2nnc(N)s2)cc1
3	2	Cc1[nH]n(-c2ccccc2)c(=O)c1-c1ccccc1
10	4	Cc1c(C(=O)N2CCOCC2)[nH]c2c1C(=O)CC(c1ccccc1Cl)C2 (stereo not given)
6	3	COC(=O)c1[nH]c2ccc(C)cc2c1NC(=O)CN1CCc2cc(OC)c(OC)cc2C1
-17	1	N[C@@H](Cc1cc(I)c(Oc2ccc(O)c(I)c2)c(I)c1)C(=O)O
-2	11	CC(C)COc1ccc(C(=O)NC(CC(C)C)C(=O)O)cc1 (stereo not given)
12	-1	CCOc1ccccc1C1CC(=O)Nc2cc3c(cc21)OCCO3 (stereo not given)
0	0	CCCCn1c(=O)n(C)c(=O)c2c3c(sc21)COC(C)(C)C3
-8	0	Cc1noc(NS(=O)(=O)c2ccc(NC(=O)COc3ccc(Cl)cc3Cl)cc2)c1C
-3	-12	Cc1onc(-c2ccccc2Cl)c1C(=O)Nc1ccccc1C(N)=O
11	2	Cc1cccc(Cn2c(SCCO)nc3c2c(=O)n(C)c(=O)n3C)c1
-17	3	Cc1cc(C)c(C#N)c(N2CCN(Cc3ccc4c(c3)OCO4)CC2)n1
6	2	COc1cccc(CNc2nc3nc(C)cc(C)n3n2)c1
0	6	CCCc1[nH]n(-c2nc3ccccc3s2)c(=O)c1C=NCCN1CCOCC1
10	6	Cc1nn(-c2ccccc2)c2[nH]c(=O)c(CNCc3ccc4c(c3)OCO4)cc12
9	5	O=C(NCCN=C1NS(=O)(=O)c2ccccc21)c1ccc2nccnc2c1
5	-6	CCCC(c1nnnn1CCc1ccccc1)N1CCN(C(=O)c2ccco2)CC1 (stereo not given)
14	7	CCOC(=O)C(C)Oc1nc(Oc2ccccc2)nc(N(C)C)n1 (stereo not given)

A draw from above in order of formula weight, rising:
TNAP Pi inh	TNAP inh pNP	molecule
10	2	COc1ccc(-c2nnc(N)s2)cc1
2	-2	Cc1nnc(N(CCC#N)CCC#N)s1
-9	6	c1ccc(-c2onc3cc4c(cc23)OCCO4)cc1
9	4	O=C(CCN1CCC(c2ccccc2)C1)c1cccs1 (stereo not given)
10	5	CCc1cc2c(=O)c(-c3ccon3)c(N)oc2cc1OC
6	7	COc1cc(Cc2cnc(N)nc2N)cc(OC)c1OC
-7	-6	O=C(O)CCc1ccc(-c2ccc(F)cc2)n1Cc1ccco1
12	3	Cc1cccc(NC(=O)CSc2n[nH]c(-c3ccncc3)n2)c1
12	6	O=C(CSc1nnc(Cc2ccccc2)o1)NC1CCCCC1
14	7	CCOC(=O)C(C)Oc1nc(Oc2ccccc2)nc(N(C)C)n1 (stereo not given)
11	2	Cc1cccc(Cn2c(SCCO)nc3c2c(=O)n(C)c(=O)n3C)c1
-4	-18	COC(=O)c1ccc(NC(=O)CCN2CCN(c3ccccc3)CC2)cc1
0	0	CCc1nnc(NC(=O)CSc2nc(C)c3c(c2C#N)CCCC3)s1
4	2	CCN(CC)C(=O)CSc1nc2ccccc2c(=O)n1-c1cccc(OC)c1
5	-6	CCCC(c1nnnn1CCc1ccccc1)N1CCN(C(=O)c2ccco2)CC1 (stereo not given)
1	-1	CCCC1O[C@@H]2C[C@H]3[C@@H]4CCC5=CC(=O)C=C[C@]5(C)[C@H]4[C@@H](O)C[C@]3(C)[C@]2(C(=O)CO)O1 (stereo not given in full)
6	3	COC(=O)c1[nH]c2ccc(C)cc2c1NC(=O)CN1CCc2cc(OC)c(OC)cc2C1
11	7	CCOC(=O)C1=C(C)Nc2ccccc2N=C1NC(=O)c1cccc(S(=O)(=O)N(C)C)c1
6	1	O=C(NCc1ccco1)c1cc2n(n1)C(C(F)(F)F)CC(c1ccc(Cl)c(Cl)c1)N2 (stereo not given)

Remaining list, next part:
TNAP Pi inh	TNAP inh pNP	molecule
7	2	COc1ccc2nc(SCC(=O)N(C)C3CCCCC3)c(C#N)cc2c1
9	3	CCc1cc(=O)oc2c(C)c(O)c(CN3CCCCC3)cc12
9	2	Cc1cc(O)c(-c2n[nH]c3c2C(c2cccc(O)c2)N(Cc2cccnc2)C3=O)cc1Cl (stereo not given)
6	4	O=C(CCc1ccccc1)Nc1ccc(N2CCOCC2)cc1
-10	3	O=c1[nH]c2cc3c(cc2cc1C(c1nnnn1C1CCCC1)N1CCCc2ccccc21)OCCO3 (stereo not given)
0	4	CCOC(=O)CSC1=C(C#N)C(C)C2=C(CCCC2=O)N1 (stereo not given)
6	0	COc1ccc2c(c1)[nH]c1c(=O)n(CCN(C)C)cnc12
13	6	COCCn1c(-c2ccc(-c3ccccc3Cl)o2)nc2c1c(=O)[nH]c(=O)n2CC(C)C
6	2	CCCCC(=O)Nc1ccc2oc(-c3ccncc3)nc2c1
11	5	CN1CCN(c2c3c(c(C#N)c4nc5ccccc5n24)CCCC3)CC1
12	8	CN(C)CCNc1oc(COc2ccc(-c3ccccc3)cc2)nc1C#N
9	4	Cc1ccc2c(c1)cc(CN(Cc1cccs1)C(=O)c1ccco1)c1nnnn12
15	8	CCn1c(Cn2nnc(-c3ccccc3)n2)nnc1SCC(=O)Nc1ccc(C(C)=O)cc1
-19	4	CC1=CCC(COC(=O)Nc2ccccc2)CC1 (stereo not given)
6	0	CC(C)OCCCN1CN(S(=O)(=O)c2ccccc2)c2nc3ccccc3nc21
0	0	CCOc1ccc2nc(C(C)O)[nH]c2c1 (stereo not given)

Ordered by molar mass (ascending): 3 of the compounds above.
TNAP Pi inh	TNAP inh pNP	molecule
4	0	CC(=N/O)/C(=N\O)c1ccc(C)o1
13	6	O=C(NCCSc1ccccc1)c1ccco1
0	0	CCCCn1c(=O)n(C)c(=O)c2c3c(sc21)COC(C)(C)C3

Assay outcomes: PubChem, Sanford-Burnham Center for Chemical Genomics
